E coli Lon inh = E. coli protease La inhibition; P0A9M0; purified E. coli Lon protease, fluorescence polarization; inhibition, % at 7.94 µM; 360,000 tested, 0.42% active; in the data active means inhibition above about 13%, passing the limit was not always enough;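 further: 0% = enzyme with probe and DMSO and 100% = no enzyme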
PABP1 MLLE inh = blocks PAM2 peptide binding to the PABP1 MLLE domain. inhibition, % at 20 µM. AID 588489. 360,000 tested, 0.36% active. GST-MLLE / FITC-PAM2 fluorescence polarization; in the data active means inhibition above about 35%, passing the limit was not always enough;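 further: plate controls were DMSO wells with GST-MLLE for no effect and wells lacking GST-MLLE protein for full effect; some results filed as inactive read as strong as hits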
Target sequence (P11940 whole entry, looked up, the tested form may be a part): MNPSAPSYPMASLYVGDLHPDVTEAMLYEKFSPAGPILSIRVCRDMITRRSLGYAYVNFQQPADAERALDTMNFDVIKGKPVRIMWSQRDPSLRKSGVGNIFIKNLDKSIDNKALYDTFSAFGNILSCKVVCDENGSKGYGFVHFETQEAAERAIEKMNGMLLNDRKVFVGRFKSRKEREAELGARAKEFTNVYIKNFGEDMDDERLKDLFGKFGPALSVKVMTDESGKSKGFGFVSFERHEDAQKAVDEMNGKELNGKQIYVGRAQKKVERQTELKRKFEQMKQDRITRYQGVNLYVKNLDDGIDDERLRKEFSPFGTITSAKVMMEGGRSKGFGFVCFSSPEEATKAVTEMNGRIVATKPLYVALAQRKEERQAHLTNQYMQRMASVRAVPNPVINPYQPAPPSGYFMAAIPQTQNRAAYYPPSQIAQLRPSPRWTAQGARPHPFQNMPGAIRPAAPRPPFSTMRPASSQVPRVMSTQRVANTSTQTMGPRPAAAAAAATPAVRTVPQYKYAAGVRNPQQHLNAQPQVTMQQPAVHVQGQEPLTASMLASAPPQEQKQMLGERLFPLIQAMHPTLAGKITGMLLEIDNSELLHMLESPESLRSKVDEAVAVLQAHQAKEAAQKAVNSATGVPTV
MT1-MMP act inh = blocks activation of human MT1-MMP. P50281. GFP/RFP ratio change, % at 20 µM. 360,000 tested, 0.061% active. HT1080 RFP-PRO-GFP cells, GFP/RFP ratio fluorescence, overnight; percent of plate control window, DMSO zero. AID 651647;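 active means GFP/RFP ratio change of at least 30% with cell ATP level not reduced by more than half and red fluorescence within 50% of control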; further: strong numbers were not always called active
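Test system: HT1080 RFP-PRO-GFP cells; Benchmarks: DMSO and RFP-L50D-GFP cell wells; Timing: cells overnight before dosing, compound overnight, 37 °C, 5% CO2; Compound: one 20 µM compound dose with 1% DMSO; Read-out: GFP/RFP fluorescence ratio.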
NRP1-CendR mod = NRP-1/CendR interaction modulation; FAM-RPARPAR peptide binding to NRP-1, fluorescence polarization; inhibition, % at 25 µM; 360,000 tested, 0.85% active;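 active means inhibition or corrected inhibition above about 18%, plus a signal ratio from 0.5 to 1.5, limit read from the data, passing the limit was not always enough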; further: strong numbers were not always called active
SKN-1 inh = blocks SKN-1 activity in C. elegans | inhibition, % at 21.8 µM | 360,000 tested, 0.49% active | AID 624304 | C. elegans VP596 Pgst-4::GFP/RFP ratio, acrylamide-induced, 24 h;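 active means interference check ratio from 0.5 to 1.5 plus GFP to RFP signal ratio inhibition reaching or exceeding a fixed threshold, cut at about 30% in these data, passing the limit was not always enough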; further: some compounds called inactive have numbers as strong as hits
Rin1-Abl PPI inh = human Rin1-Abl interaction inhibition; P00519+Q13671; TR-FRET Rin1/Abl binding, biochemical; 360,000 tested, 0.4% active; inhibition, % at 7.35 µM; in the data active means inhibition above about 5%, passing the limit was not always enough
FAS TE block = FAS thioesterase (human) inhibition. inhibition, % at 15 µM. AID 602261. recombinant FAS-TE, OMFH fluorogenic substrate, fluorescence endpoint. P49327. 360,000 tested, 0.67% active;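 active means compounds whose normalised, plate-corrected inhibition of enzyme fluorescence in the single-dose primary screen is 50% or more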;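 further: 0% = DMSO with enzyme and 100% = substrate without enzyme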
Neddyl block = cullin neddylation inhibition; P61081+Q13564; TR-FRET cullin neddylation, biochemical; calls only at 25 µM; 360,000 tested, 0.58% active; AID 651699; in the data active means inhibition above about 36%
bovine MsrA act = activates bovine MsrA enzyme; purified bovine MsrA, absorbance read-out; activation, % at 10.6 µM; 360,000 tested, 0.3% active; AID 602163; in the data active means activation above about 7.5%;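 further: 0% = vehicle and 100% = reference activator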
Active calls of the source: *; i = inactive; x = no result given.

SMILES	E coli Lon inh	PABP1 MLLE inh	MT1-MMP act inh	NRP1-CendR mod	SKN-1 inh	Rin1-Abl PPI inh	FAS TE block	Neddyl block	bovine MsrA act
O=C(O)c1ccccc1NS(=O)(=O)c1ccc2ccccc2c1	2	6	0	0	9	2	-2	i	-2
CC(=NOC(=O)c1ccc(Cl)cc1)c1nccs1	7	1	2	3	-9	-3	0	i	0
Cc1cc2c(SCC(=O)NC3CCCCC3)ncnc2s1	4	9	-3	-7	13	-18	2	i	-2
O=C(NCC1CCN(c2ccc(S(=O)(=O)N3CCOCC3)cc2)CC1)Nc1ccccc1F	6	4	-2	-1	13	0	11	i	-2
COc1cccc(NC(=O)C2CCCN2S(=O)(=O)c2ccc3c(c2)n(C)c(=O)c(=O)n3C)c1 (configuration not stated)	-9	23	-1	-3	-16	1	-6	i	-2
CCc1ccc(NC(=O)c2noc3c2CCCCC3)cc1	8	-1	13	5	-4	-2	0	i	-3
O=C(Nc1ccc(S(=O)(=O)NC2=NCCCCC2)cc1)c1ccc([N+](=O)[O-])s1	-5	4	1	12	3	-3	-4	i	2
Oc1[nH]c2ccccc2c1N=Nc1nncc2ccccc12	-20	-13	7	-15	-13	-3	-6	i	-3
CCN(CC)CCSc1nc2ccc(OC)cc2[nH]1	-4	-18	1	-2	3	-3	-2	i	1
CCn1c(CCNC(=O)c2cccs2)n[nH]c1=S	-3	-15	-2	-13	8	1	-9	i	-2
COc1ccc(-n2c(=O)cc(N3CCN(c4ccccc4OC)CC3)[nH]c2=O)cc1	1	11	-1	-4	19	-2	-7	i	-3
Cc1ccc(C(CC(=O)O)Nc2nc(N3CCCCC3)nc(N3CCCCC3)n2)cc1 (configuration not stated)	-6	-6	1	3	21	3	-4	i	-3
Cc1c(CCC(=O)NCCCn2ccnc2)c(=O)oc2c(C)c3occ(C(C)(C)C)c3cc12	-10	-11	-2	5	6	-3	-48	i	-2
COc1ccc(OCc2nnc(SCC(=O)NNC(=O)c3ccc(C)cc3)n2C)cc1	-2	-8	5	-6	7	-1	-3	i	-8
Cc1ccsc1C(=O)NC(C)c1ccccc1 (configuration not stated)	-2	1	0	4	9	0	-5	i	-2
O=C(NC(=S)Nc1ccc(Cl)c(C(=O)O)c1)c1cccc(COc2ccccc2)c1	-16	29	0	-6	-9	-2	-39	i	-7
CCOCCCn1c(SC(C(=O)Nc2cc(C)ccc2C)c2ccccc2)nnc1-c1ccc(Cl)cc1 (configuration not stated)	-5	0	3	-5	-7	1	-4	i	4
Cc1ccnc(NC2CCCCC2)c1	-2	3	3	-11	-8	1	-5	i	-6
CCOC(=O)N1CCN(c2c(NCCc3ccccc3)c(=O)c2=O)CC1	-8	-1	3	16	13	0	-10	i	-7
COC(=O)c1cc(C(=O)OCC(=O)Nc2cc(C)on2)cc([N+](=O)[O-])c1	-4	9	6	-9	2	-5	7	i	-1
Cc1ccc2nc(NC(=O)CN3C(=O)NC4(CCCC4)C3=O)sc2c1	4	-23	1	-13	30	0	1	i	-2
CC(=O)c1ccc(NC(=O)/C=C/c2ccc(C)cc2)cc1	-5	-3	5	9	0	-3	-2	i	-1
CC(Sc1nc2sccc2c(=O)n1-c1ccccc1)C(N)=O (configuration not stated)	1	-15	-4	-11	1	2	-6	i	-3
CSCC[C@H](NC(=O)c1ccc(Cl)c(S(=O)(=O)N2CCCC2)c1)c1nc2ccccc2[nH]1	-11	-98	2	0	0	6	4	i	-11
COCCN(C(=O)c1csnn1)C(C(=O)NC1CCCCC1)c1ccc(Cl)cc1 (configuration not stated)	-9	1	2	-10	7	0	5	i	-2
C(=C\c1ccccc1)/CSc1ccccn1	-1	-10	-1	-7	29	4	9	i	-5
CCC(Oc1ccc(Br)cc1)C(=O)N1CCN(c2ncccn2)CC1 (configuration not stated)	13	-13	0	3	-14	2	7	i	-12
COc1ccc2[nH]c3c(c2c1)CCN1C(=O)C(CC(=O)NCCCn2ccnc2)C[C@H](C(=O)N2CCCCC2)[C@@]31CCc1ccccc1 (some centres not stated)	-3	-10	-3	6	15	-2	2	i	0
Cc1ccc(-c2nc(SCC(=O)Nc3cc(C)on3)c3c(=O)n(C)c(=O)n(C)c3n2)cc1	2	-2	4	2	2	4	-3	i	-12
CCn1cc(C(=O)O)c(=O)c2cnc(N3CCN(C(=S)Nc4ccccc4)CC3)nc21	1	-23	-5	10	-1	-1	-4	i	-3
Cc1ccc(C(=O)N2CCN(c3ccc(NC(=S)NC(=O)c4cccs4)cc3)CC2)cc1	-2	27	-8	4	-3	2	16	i	-7
Cc1ccc(C)c(C(O)c2ncc(-c3ccccc3Cl)[nH]2)c1 (configuration not stated)	-7	-1	-3	-7	6	-1	-5	i	-3
O=C(NCc1ccncc1)[C@@H]1CCCN1C(=O)[C@@H]1CCCN1C(=O)c1cccc2ccccc12	0	x	4	-3	10	x	-11	i	-2
CCNC(=O)c1cccc(NC(=O)CN2C(=O)NC3(CCCCC3)C2=O)c1	-9	-9	1	-9	-13	2	-10	i	-5
O=C(c1ccco1)N1CCN(c2ccc([N+](=O)[O-])cn2)CC1	0	-2	-8	6	1	-5	6	i	-6
CCc1ccc(OCCCC(=O)NCc2ccccc2)cc1	1	5	-1	6	-1	-3	-1	i	-3
Cc1ccc(-n2c(SCC(=O)Nc3cc(C)on3)nc3c([nH]c4ccccc43)c2=O)cc1	-1	0	1	10	3	1	2	i	0
O=C(NCC(c1cccs1)N1CCOCC1)c1cc2ccccc2oc1=O (configuration not stated)	-3	7	2	16	-22	-1	-1	i	-2
O=C(c1ccc2c(=O)n3c(nc2c1)CCCCC3)N1CCc2ccccc21	-10	8	4	8	-6	-2	-6	i	-3
COc1ccc(N2C(=O)C3ON(C4SC(=S)N(C)C4(C)C)C(c4ccc(Cl)cc4)C3C2=O)cc1 (configuration not stated)	-1	19	-5	-3	1	2	71*	i	-3
Cc1ccc(C(=O)CSc2nnc(-c3ccc4[nH]c(C)c(C)c4c3)o2)cc1C	-7	-123	6	-18	5	0	-2	i	-2
O=C(CNCc1cccs1)Nc1ccc(S(=O)(=O)N2CCCCC2)cc1	3	4	-2	-2	11	6	4	i	-2
Nc1nnc(CCC2CCCCC2)s1	-3	9	5	6	-4	-1	-6	i	0
O=C(O)C1C2CC3C(OC(=O)C31)C2Cl (configuration not stated)	9	-6	0	7	8	3	-7	i	3
Cc1ccc(CNC(=O)COC(=O)CCOc2ccc(C)cc2)cc1	-10	-12	0	-1	-3	0	0	i	-2
COCC1CCN(Cc2nc(-c3ccc(OC)cc3)no2)CC1	8	-12	-2	-4	-8	0	-4	i	0
CC/C(=N\N=C(/CC)c1ccccc1N)c1ccccc1N	7	11	-6	9	-1	0	20	i	-5
Cc1ccc(-n2nnnc2C(Cl)(Cl)c2nnnn2-c2ccc(C)cc2)cc1	4	-84	5	-2	11	-1	-5	i	-1
O=C(CCc1nnc(CCCc2ccccc2)o1)NCCc1ccco1	-3	-5	3	-7	4	2	-9	i	0
O=C(O)CCCC(=O)N(Cc1ccccc1)Cc1ccccc1	-4	7	5	-7	-1	-1	-2	i	1

Gathered by group, the entries above containing a furan ring, fused or not (three)
SMILES	E coli Lon inh	PABP1 MLLE inh	MT1-MMP act inh	NRP1-CendR mod	SKN-1 inh	Rin1-Abl PPI inh	FAS TE block	Neddyl block	bovine MsrA act
Cc1c(CCC(=O)NCCCn2ccnc2)c(=O)oc2c(C)c3occ(C(C)(C)C)c3cc12	-10	-11	-2	5	6	-3	-48	i	-2
O=C(c1ccco1)N1CCN(c2ccc([N+](=O)[O-])cn2)CC1	0	-2	-8	6	1	-5	6	i	-6
O=C(CCc1nnc(CCCc2ccccc2)o1)NCCc1ccco1	-3	-5	3	-7	4	2	-9	i	0

Continued:
SMILES	E coli Lon inh	PABP1 MLLE inh	MT1-MMP act inh	NRP1-CendR mod	SKN-1 inh	Rin1-Abl PPI inh	FAS TE block	Neddyl block	bovine MsrA act
Cc1cc(C)c2c(N)c(C(=O)N3CCN(c4ncccn4)CC3)sc2n1	-7	32	2	-3	8	-2	3	i	-6
COc1ccc(-c2c(C)oc3c(CN4CCCC(C)C4)c(O)ccc3c2=O)cc1OC (configuration not stated)	0	13	9	-15	6	0	-6	x	-4
COc1cccc2c1OCC(CN1CCN(CCC(C)C)C(CCO)C1)=C2 (configuration not stated)	-1	-1	1	2	3	-3	-1	i	-1
COc1ccccc1NS(=O)(=O)c1ccc(C(=O)N2CCN(c3ccccc3O)CC2)cc1	-5	2	6	6	-2	2	5	i	-1
CC1Cc2nc(SCC(=O)Nc3nc4ccccc4s3)n(C)c(=O)c2S1 (configuration not stated)	-8	-7	-6	6	-6	1	17	i	-3
CC(=O)NC(CCS(C)(=O)=O)C(=O)Nc1cccc2ccccc12 (configuration not stated)	0	-26	0	5	-2	0	-4	i	-1
COc1ccc(N2CCN(C(CNC(=O)C(=O)NCCCO)c3ccco3)CC2)cc1 (configuration not stated)	1	-18	-1	3	14	-1	-2	i	0
Cn1nc(-c2ccc(C(=O)N3CCN(Cc4ccccc4)CC3)cc2)c2ccccc2c1=O	-7	0	4	15	10	-4	-8	i	0
Cc1ccc2sc(N(CCCN(C)C)C(=O)CN3C(=O)c4ccccc4C3=O)nc2c1C	-2	-15	1	8	-4	-3	9	i	-1
Cc1ccc(N=C2NC(=O)/C(=C/C=C/c3ccco3)S2)cc1C	-17	-69	-1	-73	8	-2	12	i	-6
COc1ccccc1CN1C[C@@H]2C[C@@H](c3[nH]c4c(C)cccc4c3C)N3CCC[C@@]23C1=O	4	-22	-7	17	13	0	5	i	-3
Cc1ccc2c(c1)[C@H]1[C@H](CO2)[C@H](c2ccccc2)[C@]2(C)C(=O)Nc3ccc(Cl)cc3C(=O)N12	0	-8	-23	-9	10	3	33	i	-1
COc1ccccc1N1CCN(C(=O)CC(NC(=O)c2ccccc2Cl)c2ccccc2)CC1 (configuration not stated)	11	-62	5	-1	3	1	-1	i	-2
Cc1ccc(S(=O)(=O)N2CCOCC2)cc1NC(=O)COc1ncnc2ccccc12	-5	-3	-2	10	-9	0	-15	i	-10
COc1ccc(CCNC(=O)c2cc(-c3ccncc3)nc3ccc(S(=O)(=O)N4CCOCC4)cc23)cc1OC	-2	3	4	-7	-7	-3	0	i	-11
COc1ccc(-n2cc(CNC3CCC(O)CC3)c(-c3cccc(F)c3)n2)cc1 (configuration not stated)	-1	-6	6	-1	-10	1	0	x	-1
CN(C(=O)CSc1nnc(N)s1)C1CCCCC1	-8	26	1	1	-8	-3	-7	i	-2
COc1ccc(NC(=O)CCN2C(=O)c3ccncc3C2=O)cc1OC	2	2	4	6	-2	-3	-4	i	-4
COc1cccc(C(=O)NC(=S)NCc2ccco2)c1	1	11	1	-3	-13	3	-3	i	-10
Cn1nnnc1SCC(=O)N1c2ccccc2Sc2ccccc21	2	6	-2	-6	16	0	3	i	-4
O=C(Cc1cccs1)N1CCN(S(=O)(=O)c2ccc(Br)cc2)CC1	-10	4	-1	-9	0	2	3	i	-3
COCCCN(C(=O)CCOc1ccc(C(C)(C)C)cc1)c1c(N)n(Cc2ccccc2)c(=O)[nH]c1=O	-12	-9	-1	2	5	2	-1	i	-3
COc1ccc(C(C)=O)cc1COC(=O)CSCC(=O)Nc1ccc(C)cc1	17	-10	0	-6	15	2	-2	i	-2
COc1ccc(/C=C/C(=O)N(C)C2CCS(=O)(=O)C2)cc1OC (configuration not stated)	-5	19	2	-10	6	-1	-8	i	-5
COc1cc(/C=N/NC(=O)c2ccc(-c3ccccc3)cc2)cc(OC)c1OC	-6	7	20	3	6	0	13	x	-4
CCCNC(=O)C1CC(c2ccc(C(F)(F)F)cc2)=NO1 (configuration not stated)	2	-16	2	1	4	0	-7	i	-3
